NS3 helicase inh – inhibitors of Hepatitis C virus NS3 helicase | NS3 helicase DNA unwinding, Cy5 molecular beacon fluorescence | inhibition, % at 10.9 µM | 0.56% of 290,000 active | AID 1800;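 active = inhibition above the mean of all tested compounds plus 3 SD, set per campaign, cut at about 35% in these data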;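 also: 0% = DMSO wells and 100% = thioflavine S control wells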
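Test system: hepatitis C virus NS3 helicase domain fragment enzyme. Also added: annealed dual-labelled DNA beacon duplex, ATP-started. Timing: 60 min unwinding reaction at 25 °C after ATP addition. Technique: Cy5 fluorescence. Measure: % inhibition of unwinding.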
CRFR2-BP antag – blocks CRF-induced signaling of the CRF-BP/CRF-R2 complex. HEK293 CRF-R2/CRF-BP, CRF-induced calcium fluorescence. inhibition, % at 11.8 µM. 0.59% of 350,000 active. AID 588475;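 active = inhibition of the ligand-induced calcium signal above about 50% at the single tested concentration, limit read from the data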
MEKK2 WT-MEK5 – raises or lowers MEK5 binding to wildtype human MEKK2 PB1 domain; Q9Y2U5; binding response (% of control), % at 10 µM; bead flow cytometry, Alexa488-MEK5 binding to MEKK2 WT; actives lie on both sides; AID 1531; 1.1% of 290,000 active; in the data active = binding response below about 67% or above about 130%
MEKK2 mut-MEK5 – signal of MEK5 binding to mutant human MEKK2 PB1 domain; percent response, % at 10 µM; AID 1530; bead flow cytometry, Alexa488-MEK5 binding to MEKK2 mutant; 0.35% of 290,000 active; in the data active = percent response above about 24%, passing the limit was not always enough; also: inactives centre near 1; some results filed as inactive read as strong as hits; reference of the scale not given here
GalR3 antagonist – blocks the human galanin receptor 3; O60755; HEK293 GalR3-CNG cAMP membrane potential fluorescence; galR3 body fused to GalR1 C-terminus; inhibition, % at 3 µM; 0.44% of 360,000 active;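 active = inhibition above the screen-wide average plus 3 SD, cut at about 13% in these data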;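 also: forskolin and galanin both at EC90 stimulate the cells; cAMP rise reported by CNG channel membrane potential dye signal; 0% = forskolin plus galanin with DMSO and 100% = forskolin alone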
Target sequence (O60755 1-299 limits assumed): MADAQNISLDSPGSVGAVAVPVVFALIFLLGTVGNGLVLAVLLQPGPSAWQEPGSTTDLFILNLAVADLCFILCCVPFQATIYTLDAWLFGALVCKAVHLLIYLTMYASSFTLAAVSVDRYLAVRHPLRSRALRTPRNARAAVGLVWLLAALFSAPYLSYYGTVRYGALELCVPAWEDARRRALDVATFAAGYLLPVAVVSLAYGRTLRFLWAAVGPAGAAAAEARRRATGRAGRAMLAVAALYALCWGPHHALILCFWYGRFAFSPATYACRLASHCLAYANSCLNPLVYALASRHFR
MEKK3 PB1 HTS – MEKK3-MEK5 PB1 interaction, increase or decrease; Q99759; bead-based flow cytometry, Alexa488-MEK5 binding to MEKK3; actives lie on both sides; 0 = blocked by unlabeled MEK5, 100 = vehicle; binding response (% of control), % at 10 µM; 1.4% of 290,000 active;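 active = binding response more than 3 SD above or below the average of its plate-row segment, actives on both sides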;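 also: Alexa488 bead fluorescence after subtracting the streptavidin-only scavenger bead signal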
Target sequence (Q99759 whole entry, looked up): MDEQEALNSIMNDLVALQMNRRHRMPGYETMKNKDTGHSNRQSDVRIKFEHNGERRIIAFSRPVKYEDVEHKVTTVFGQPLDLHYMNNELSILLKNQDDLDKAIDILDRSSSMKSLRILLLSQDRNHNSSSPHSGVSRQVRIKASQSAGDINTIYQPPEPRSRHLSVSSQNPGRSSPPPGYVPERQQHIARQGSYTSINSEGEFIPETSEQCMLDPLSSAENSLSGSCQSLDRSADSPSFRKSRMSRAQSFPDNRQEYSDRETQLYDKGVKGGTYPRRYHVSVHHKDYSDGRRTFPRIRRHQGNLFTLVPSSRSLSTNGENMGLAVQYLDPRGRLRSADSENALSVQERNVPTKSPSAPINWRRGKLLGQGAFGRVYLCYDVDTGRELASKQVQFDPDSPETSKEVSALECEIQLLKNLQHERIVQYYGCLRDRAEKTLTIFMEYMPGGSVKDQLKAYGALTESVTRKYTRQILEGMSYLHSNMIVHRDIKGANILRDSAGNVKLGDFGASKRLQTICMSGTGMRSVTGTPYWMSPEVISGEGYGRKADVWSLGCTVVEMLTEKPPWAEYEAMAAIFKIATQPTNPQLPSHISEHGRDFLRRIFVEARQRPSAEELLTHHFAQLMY
UBC9 SUMO inh – inhibitors of human SUMOylation (UBC9) | HTRF SUMOylation assay, SAE1/SAE2 + UBC9, in vitro | inhibition, % at 35 µM | 0.36% of 290,000 active | AID 2006; in the data active = inhibition above about 50%, passing the limit was not always enough; also: strong numbers were not always called active
Target sequence (P63279 whole entry, looked up): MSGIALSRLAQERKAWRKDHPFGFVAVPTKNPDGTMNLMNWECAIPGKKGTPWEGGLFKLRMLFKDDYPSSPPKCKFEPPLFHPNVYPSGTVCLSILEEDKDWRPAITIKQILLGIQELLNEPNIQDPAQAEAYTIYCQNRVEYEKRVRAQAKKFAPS
FID counter – counter-screen for HCV NS3 helicase inhibitors: DNA intercalator displacement. DNA fluorescent intercalator displacement, fluorescence. inhibition, % at 7.9 µM. 0.17% of 290,000 active. AID 1845; in the data active = inhibition above about 37%;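 also: 0% = vehicle and 100% = reference compound; higher means more ethidium bromide displaced from hairpin DNA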
CRFBP-R2 agonist – CRF-BP/CRF-R2 complex agonism; HEK293 CRF-R2/CRF-BP, calcium dye fluorescence (FLIPR); percent of saturating CRF peptide response; activation, % at 13.2 µM; 0.46% of 350,000 active; AID 588473;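 active = activation of at least 50%, plus an integration ratio under a set limit after plate pattern correction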;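 also: plate controls were neutral control wells without compound for no effect and CRF at EC100 for full effect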
* hit, by the source's call; . = not tested or not shown. Some of the compounds tested; rates above refer to the full screens.

Molecule	NS3 helicase inh	CRFR2-BP antag	GalR3 antagonist	CRFBP-R2 agonist	MEKK3 PB1 HTS	UBC9 SUMO inh	MEKK2 WT-MEK5	MEKK2 mut-MEK5	FID counter
c1cncc(-c2nc(-c3cccs3)cs2)c1	0.2	19.0	-2.3	-0.8	104.0	8.8	105.0	3.0	6.8
COc1ccc(-c2ccccc2)cc1NCc1ccccc1C	0.8	-1.3	-1.4	-1.6	95.0	16.5	93.0	1.0	5.6
COc1ccc(CN2CCC(n3nccc3NC(=O)C3CCCC3)CC2)c(OC)c1	-10.2	-2.6	-5.5	-0.1	106.0	0.0	138.0	16.0	22.2
COC(=O)Cn1c(O)c(N=NC(=O)c2ccc3c(c2)OCO3)c2ccccc21	3.5	-8.0	-5.6	0.9	108.0	23.6	97.0	-6.0	-2.9
Cc1ccc(C(=O)NNC(=S)NC(=O)COc2ccccc2)cc1	-2.8	-62.7	-1.6	141.7*	98.0	-3.5	94.0	-1.0	-2.7
Cn1c(=O)c2c(nc(SCCCO)n2Cc2ccccc2Cl)n(C)c1=O	4.5	-10.3	-4.0	-4.1	103.0	20.3	105.0	3.0	-21.5
Cc1nn(CC(=O)NCc2ccc(Cl)cc2)c(C)c1[N+](=O)[O-]	3.2	14.7	-7.9	-0.9	99.0	-6.6	99.0	-1.0	-0.8
COc1cccc(/C=N/n2cnnc2)c1OCc1ccccc1	2.7	-5.6	-3.5	0.6	99.0	31.5	101.0	3.0	-12.3
Cc1ccc(NC(=O)c2ccccc2N(C)S(=O)(=O)c2ccccc2)c(C)c1	-5.3	0.1	-2.8	-2.5	92.0	-9.5	98.0	-3.0	-12.9
Cc1cccc(CCNC(=O)C2CCN(S(=O)(=O)c3cccc4nsnc34)CC2)c1	-8.3	18.5	-5.9	-6.0	97.0	3.6	98.0	-9.0	0.0
COc1cc(NC(=S)N2CCCC(CO)C2)c(OC)cc1Cl (stereo not drawn)	-2.6	3.1	-0.6	-1.7	100.0	13.7	97.0	2.0	4.4
CC1(C)Oc2ccc3ccc(=O)oc3c2/C(=C/N)C1=O	4.5	-11.2	-5.4	0.6	100.0	23.3	100.0	-10.0	-7.0

(listing goes on)
Molecule	NS3 helicase inh	CRFR2-BP antag	GalR3 antagonist	CRFBP-R2 agonist	MEKK3 PB1 HTS	UBC9 SUMO inh	MEKK2 WT-MEK5	MEKK2 mut-MEK5	FID counter
OC(CN1CCOCC1)CN1CCOCC1	3.2	13.1	-3.6	-2.6	.	10.5	.	.	0.8
Cc1ccc(S(=O)(=O)N2CCC(C(=O)NCCc3ccc(S(N)(=O)=O)cc3)CC2)cc1	2.3	9.7	-5.3	-0.5	98.0	-6.9	100.0	1.0	-11.9
O=[N+]([O-])c1nn(-c2ccc(Cl)cc2)n(O)c1=NCc1ccccc1Cl	-0.4	17.7	-2.5	-4.4	107.0	22.9	99.0	1.0	3.2
Cn1nc(C(F)(F)F)cc1-c1ccc(/C=C(\C#N)C(=O)c2cccc(C(F)(F)F)c2)s1	28.1	-18.8	-5.5	10.4	95.0	32.8	91.0	-10.0	-2.8
Cc1cccc(NC(=S)NCc2ccc3c(c2)OCO3)c1C	-10.7	25.1	0.1	-2.5	100.0	2.9	112.0	2.0	-7.8
CCOC(=O)C1(CCOc2ccccc2)CCN(Cc2cnc(C)s2)CC1	-8.2	2.1	-5.7	0.7	99.0	-2.7	99.0	5.0	-4.3
Cc1ccc(CCC(=O)Nc2ncc(Cc3cc(Cl)ccc3Cl)s2)o1	6.6	-17.4	-7.6	-0.3	103.0	5.7	101.0	2.0	-1.1
N#C/C(=C1/CCCCCN1)c1nc2ccccc2[nH]1	7.0	-50.0	-3.5	-0.5	104.0	-15.0	97.0	3.0	-5.6
Cc1nn(-c2nnc(C)c(=O)[nH]2)c(C)c1SCC(=O)Nc1ccc(F)cc1	-3.6	17.0	-1.5	-4.3	99.0	-10.4	103.0	2.0	-13.6
CCCn1c(=O)c(Cc2ccccc2)c(O)c2ccccc21	-5.7	1.3	-1.6	1.4	103.0	11.7	104.0	4.0	4.4
C/C(=N\NC(=O)c1cccc([N+](=O)[O-])c1)c1ccco1	3.3	5.2	-0.2	1.2	109.0	8.1	103.0	5.0	-1.1
CC(C)=CC1C=C(C)C(C)C2C(=O)NNC(=O)C12 (stereo not drawn)	2.3	-10.7	-9.5	-1.2	94.0	5.4	93.0	-6.0	-2.0

The results go on.
Molecule	NS3 helicase inh	CRFR2-BP antag	GalR3 antagonist	CRFBP-R2 agonist	MEKK3 PB1 HTS	UBC9 SUMO inh	MEKK2 WT-MEK5	MEKK2 mut-MEK5	FID counter
CCCN1CCN(CCCNC(=O)c2ccc(NC(=O)C3=C(C)OCCS3)cc2)CC1	-0.4	11.8	-4.2	-1.4	102.0	6.9	116.0	8.0	6.9
CCOc1ccc(S(=O)(=O)c2c(C(=O)c3ccc(C)cc3)cnc3cc4c(cc23)OCCO4)cc1	-12.5	16.7	3.1	0.8	95.0	5.8	103.0	8.0	-5.3
Cc1ccccc1C(=O)N1CCCC(CCC(=O)N2CCN(c3ccccn3)CC2)C1 (stereo not drawn)	6.3	20.5	2.2	-1.2	98.0	6.2	98.0	1.0	-36.1
N#C/C(=N/Nc1ccccc1F)C(=N)N1CCOCC1	17.2	16.2	-3.2	-1.6	97.0	-25.5	97.0	-3.0	1.9
CCOn1c(=O)c(-c2ccc(OC)cc2)[n+]([O-])c2ccccc21	0.5	-18.9	0.0	2.2	97.0	17.2	96.0	-2.0	-11.7
O=C(Nc1cccc(Cl)c1)Nc1nc(-c2ccc(Cl)cc2)cs1	6.6	21.2	-3.5	0.7	103.0	-6.3	101.0	11.0	2.0
COc1ccc(N(CC(=O)NCc2ccc3c(c2)OCO3)S(C)(=O)=O)cc1OC	0.1	9.5	-5.0	-0.4	103.0	-3.6	106.0	4.0	0.3
CC(=O)NC(CC(=O)OCC(=O)Nc1ccc2c(c1)OCO2)c1ccccc1 (stereo not drawn)	-0.5	-7.1	-3.9	1.0	103.0	-13.3	97.0	-3.0	-7.3
Cc1ccc(-c2n[nH]c(=S)n2C)cc1	16.2	8.0	-5.6	4.1	101.0	18.3	103.0	6.0	-3.3
CCOc1ccccc1OCC(=O)Nc1ccc(N2CCCCC2)cc1	-4.7	-13.8	-6.9	-1.2	95.0	-8.0	93.0	0.0	-19.2
COc1cc(Cl)ccc1OCc1cc(C(=O)N2CCCCCC2)no1	-3.1	1.3	-6.1	-1.0	102.0	-2.1	103.0	3.0	-43.5
COc1cccc(CN(C(=O)Cc2c[nH]c3ccccc23)C(C(=O)NC2CCCCC2)c2cccs2)c1 (stereo not drawn)	-0.1	-4.1	-6.1	-0.8	105.0	-5.8	89.0	-3.0	-18.3

Following part:
Molecule	NS3 helicase inh	CRFR2-BP antag	GalR3 antagonist	CRFBP-R2 agonist	MEKK3 PB1 HTS	UBC9 SUMO inh	MEKK2 WT-MEK5	MEKK2 mut-MEK5	FID counter
CCOc1cc(-c2c(C#N)c(N)nc3c2CCCC3)ccc1O	-0.2	-0.4	-3.8	0.5	106.0	16.3	109.0	9.0	-13.2
Cc1nc([N+](=O)[O-])cn1-c1nc2ccccn2c1[N+](=O)[O-]	2.2	17.8	-9.9	2.9	92.0	22.3	88.0	2.0	-0.7
CC1CCN(S(=O)(=O)c2ccc(Br)s2)CC1	17.6	-21.0	0.2	-0.9	100.0	11.8	96.0	-1.0	-12.3
CSc1ccc(Cl)c(C(=O)Nc2ccc(OCC(N)=O)cc2)c1	-1.6	-0.7	-6.6	-0.6	101.0	-3.4	104.0	5.0	-2.4
Cc1ccc(NC(=S)NNC(=O)c2ccccc2O)c(C)c1	1.2	10.2	6.7	8.4	105.0	-9.1	104.0	11.0	-7.5
O=C(NC1(C(F)(F)F)N=C2SCCN2C1=O)c1ccccc1F (stereo not drawn)	0.4	5.0	-5.8	-1.5	92.0	6.9	88.0	-18.0	-10.1
CC1(C)CCCN(C(=O)c2ccc3c(c2NCCO)C(=O)c2ccccc2C3=O)C1	-15.2	9.7	-9.4	-1.0	98.0	-8.5	100.0	0.0	-26.0
CC(C)(C)c1ccc(C(=O)Nc2ccccc2Cl)cc1	-1.5	-44.8	-6.4	-2.0	90.0	-23.9	91.0	-3.0	-5.3
COc1cccc(CC2(CO)CCCN(Cc3cn[nH]c3-c3cc(C)ccc3C)C2)c1 (stereo not drawn)	-6.6	-12.0	-7.3	0.2	97.0	-0.3	102.0	-6.0	22.1
Clc1ccc(-c2nnc3n2CCCCC3)cc1	-4.1	11.7	-4.2	-0.8	103.0	-17.8	105.0	3.0	-1.1
Cc1ccc(NC(=O)C23CCC(C)(C(=O)[C@H]2Br)C3(C)C)cc1 (stereo partly drawn)	-9.1	-3.6	1.6	-1.5	101.0	-12.3	98.0	3.0	-3.1
O=C(O)c1ccccc1Nc1ccc([N+](=O)[O-])cc1	17.9	4.1	-2.1	1.6	105.0	9.5	104.0	-2.0	1.9

Next section
Molecule	NS3 helicase inh	CRFR2-BP antag	GalR3 antagonist	CRFBP-R2 agonist	MEKK3 PB1 HTS	UBC9 SUMO inh	MEKK2 WT-MEK5	MEKK2 mut-MEK5	FID counter
c1ccc2c(NCC3CCCO3)nc(-c3ccncc3)nc2c1 (stereo not drawn)	-3.2	-2.3	-5.6	-1.6	108.0	-9.2	106.0	5.0	-16.4
O=C1C(Cc2ccc(O)cc2)NC(=S)N1C1CCCCC1 (stereo not drawn)	-9.1	-2.4	-7.6	-1.6	99.0	25.6	102.0	2.0	-3.2
CC(CO)(CO)NC(=O)c1ccc(=O)[nH]n1	-22.3	2.7	4.7	4.2	103.0	-5.9	102.0	0.0	1.4
Cc1ccc(-c2nc(N/N=C/c3cccc([N+](=O)[O-])c3)c3ccccc3n2)cc1	5.7	-10.3	-6.7	-1.0	102.0	10.5	101.0	3.0	-5.1
CSc1cccc(NS(=O)(=O)c2ccc3c(c2)oc(=O)n3C)c1	-6.4	1.5	3.5	-2.1	91.0	1.0	90.0	-4.0	-4.1
COc1ccc(-n2c(SCCC(=O)O)nnc2-c2ccncc2)cc1	-3.4	8.6	0.7	1.4	89.0	-1.0	93.0	-11.0	-0.9
NC(=O)c1cc2ccccc2o/c1=N\NC(=O)c1ccncc1	2.3	13.4	9.1	-4.6	94.0	-16.9	96.0	-2.0	-9.2
CCOC(=O)C1CCN(C(=O)NS(=O)(=O)c2ccc(C)cc2)CC1	-0.2	-31.2	-5.5	0.4	105.0	16.6	95.0	-6.0	-1.3
CC1CN(C2CCN(S(=O)(=O)Cc3ccccc3)CC2)CC(C)O1 (stereo not drawn)	-10.6	-18.0	-5.3	0.3	101.0	8.7	98.0	-2.0	7.6
CC1CN(S(=O)(=O)c2ccc(C(=O)Nc3nnc(-c4ccc5c(c4)CCCC5)o3)cc2)CC(C)O1 (stereo not drawn)	21.9	-14.5	5.0	10.0	106.0	-16.6	110.0	8.0	-10.3
Cn1cc(C[C@H](NC(=O)OC(C)(C)C)C(=O)N[C@H](CO)Cc2ccccc2)c2ccccc21	.	-2.7	-4.8	-0.7	102.0	.	107.0	4.0	.

Part of the list above, showing only NS3 helicase inh, FID counter and UBC9 SUMO inh:
SMILES,NS3 helicase inh,FID counter,UBC9 SUMO inh
Cc1ccc(-c2nc(N/N=C/c3cccc([N+](=O)[O-])c3)c3ccccc3n2)cc1,5.7,-5.1,10.5
CSc1cccc(NS(=O)(=O)c2ccc3c(c2)oc(=O)n3C)c1,-6.4,-4.1,1.0
COc1ccc(-n2c(SCCC(=O)O)nnc2-c2ccncc2)cc1,-3.4,-0.9,-1.0
